# Source: PubChem BioAssay (The Scripps Research Institute Molecular Screening Center)
# ULK1 primary = ULK1 kinase inhibitors, primary screen, biochemical, AlphaScreen; AlphaScreen Atg13 phosphorylation by ULK1, luminescence; actives 1.9% (n = 30,000); Serine/threonine-protein kinase ULK1 (Homo sapiens), O75385; inhibition, % at 5.96 µM; in the data active = inhibition above about 43%;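 also: 0% = median of compound wells and 100% = no enzyme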
# ASK1 inh = ASK1 kinase inhibitors, primary screen, biochemical, AlphaScreen | actives 0.99% (n = 22,000) | AlphaScreen MKK6 phosphorylation by ASK1, luminescence | inhibition, % at 7.44 µM | Mitogen-activated protein kinase kinase kinase 5 (Homo sapiens), Q99683 | AID 1159602, 2016; in the data active = inhibition above about 35%;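 also: 0% = median of compound wells and 100% = no enzyme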
# Target sequence (Q99683 whole entry, looked up): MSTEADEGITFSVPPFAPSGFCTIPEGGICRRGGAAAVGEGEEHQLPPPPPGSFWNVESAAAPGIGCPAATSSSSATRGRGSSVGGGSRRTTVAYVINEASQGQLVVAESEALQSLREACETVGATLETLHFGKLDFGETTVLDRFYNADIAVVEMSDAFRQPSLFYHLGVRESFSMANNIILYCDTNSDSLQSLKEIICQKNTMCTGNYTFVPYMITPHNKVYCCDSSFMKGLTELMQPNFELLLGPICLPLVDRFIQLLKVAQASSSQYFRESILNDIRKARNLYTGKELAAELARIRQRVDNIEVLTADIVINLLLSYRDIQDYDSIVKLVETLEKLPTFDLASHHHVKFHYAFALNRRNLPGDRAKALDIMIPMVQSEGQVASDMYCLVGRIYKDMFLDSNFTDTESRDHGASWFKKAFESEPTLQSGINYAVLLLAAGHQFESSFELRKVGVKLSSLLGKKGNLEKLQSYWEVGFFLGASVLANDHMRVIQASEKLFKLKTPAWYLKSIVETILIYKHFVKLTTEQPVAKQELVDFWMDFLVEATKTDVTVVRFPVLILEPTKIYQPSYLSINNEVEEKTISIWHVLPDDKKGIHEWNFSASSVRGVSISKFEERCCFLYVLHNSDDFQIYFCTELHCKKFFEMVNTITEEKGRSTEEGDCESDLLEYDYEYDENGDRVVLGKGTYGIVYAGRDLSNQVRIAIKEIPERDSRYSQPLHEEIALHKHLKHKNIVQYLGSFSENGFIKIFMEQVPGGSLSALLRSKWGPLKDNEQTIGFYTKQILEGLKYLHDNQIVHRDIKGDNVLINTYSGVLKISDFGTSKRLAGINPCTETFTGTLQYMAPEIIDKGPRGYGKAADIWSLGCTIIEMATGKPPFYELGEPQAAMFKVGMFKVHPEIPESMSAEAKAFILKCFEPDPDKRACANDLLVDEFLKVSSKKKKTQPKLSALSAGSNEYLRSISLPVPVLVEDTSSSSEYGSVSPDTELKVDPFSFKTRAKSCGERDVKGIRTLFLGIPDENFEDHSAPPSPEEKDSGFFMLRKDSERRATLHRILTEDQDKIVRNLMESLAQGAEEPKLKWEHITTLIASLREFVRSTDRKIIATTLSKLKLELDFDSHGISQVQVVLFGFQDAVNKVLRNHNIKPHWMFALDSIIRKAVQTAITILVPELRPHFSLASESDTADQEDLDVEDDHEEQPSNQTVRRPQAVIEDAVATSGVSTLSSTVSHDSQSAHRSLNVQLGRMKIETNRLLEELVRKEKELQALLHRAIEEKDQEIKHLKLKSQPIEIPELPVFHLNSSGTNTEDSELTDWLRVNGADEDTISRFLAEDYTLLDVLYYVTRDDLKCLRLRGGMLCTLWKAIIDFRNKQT
# * marks the source's active call; other numbers are inactive results; · = not tested or not shown.
SMILES,ULK1 primary,ASK1 inh
CCCCC(=O)c1ccc2c(c1)CC(c1nc3c(F)cc(-c4ccnc(N)n4)cc3[nH]1)CO2 (centres undefined),-19.8,10.0
c1ccc(Nc2nc(NCCN3CCOCC3)nc3c2ncn3-c2ccsc2)cc1,3.7,8.8
Cc1cccc(CC(=O)Nc2cnn(-c3cccc(C(=O)Nc4ccc(-c5nnn(C)n5)cc4)c3)c2)c1,4.0,-13.9
Cc1cccc(NC(=O)c2cccc(-n3cc(NC(=O)Cc4cccc5ccccc45)cn3)c2)c1,-14.7,-0.4
c1ccc(Nc2cc(Nc3ccc4c(c3)OCO4)ncn2)cc1,5.8,4.4
c1ccc(CNc2ccnc(N3CCN(Cc4ccc5c(c4)OCO5)CC3)n2)cc1,-8.3,3.4
COc1cccc(CNC(=O)c2cnc3cc(-c4ncnc5[nH]ccc45)ccn23)c1,18.6,-21.2
O=C(NNS(=O)(=O)c1ccc([N+](=O)[O-])cc1)c1cccc(Cl)c1,3.2,·
CCCNC(=O)c1ccnc(-c2ccc(C(=O)N3CCN(C)CC3)cc2)c1,10.0,-13.6
COc1cc(NC(=O)c2ccc3nc(Nc4ccc(-n5ccnc5)cc4)sc3c2)cc(OC)c1OC,2.3,23.5
Cc1cc(N)nc(N2CCCC2CO)n1 (centres undefined),7.3,4.5
COc1cc(NC(=O)C2COc3ccc(C)cc3C2)ccc1-c1cn[nH]c1 (centres undefined),-2.6,6.2
COc1ccc(-c2nc(NCCN(C(C)C)C(C)C)c3ncn(-c4ccsc4)c3n2)cc1,-19.7,-0.3
CCN(CC)C(=O)C1CCCN(c2ccc(-n3cc(CC(N)=O)c4ccccc43)nn2)C1 (centres undefined),15.3,-3.4
CCN(CC)C(=O)C1CCCN(c2nc3ncnc(NCc4nc5ccccc5[nH]4)c3[nH]2)C1 (centres undefined),20.5,-6.7
Nc1nc(Nc2ccc(Oc3ccccc3)cc2)cc(Nc2ccccn2)n1,-14.2,11.4
O=C1CCCN1CCCNc1nc(Cl)nc2c1ncn2C1CCCCC1,4.6,2.3
CC(C)N(CCNc1ncnc2nc(Nc3ncccn3)[nH]c12)C(C)C,26.4,5.4
C[C@]12CC[C@@H]3c4ccc(O)cc4C[C@@H](CCCCCCCCCS(=O)CCCC(F)(F)C(F)(F)F)C3[C@@H]1CC[C@@H]2O (some centres undefined),-4.8,·
Nc1nc(-c2ccc(N3CCOCC3)nc2)nc2nc[nH]c12,14.6,-2.1
CS(=O)(=O)c1ccc(N2CCCN(C(=O)/C=C/c3ccccc3)CC2)cc1,12.5,·
c1ccc2c(c1)OCC(c1nc3ccc(-c4ncnc5[nH]ccc45)cc3[nH]1)O2 (centres undefined),36.3,-60.3
c1ccc(Nc2nc(-c3csc4ccccc34)nc3nc[nH]c23)cc1,-29.9,-8.4
CCCNc1ncnc2c1nc(-c1ccc(N3CCOCC3)nc1)n2C(C)C,-6.1,-21.8
CCCC(=O)Nc1cccc(-c2nc(Oc3ccc(-c4cn[nH]c4)cc3)c3cc(OCCN(C)C)ccc3n2)c1,-69.8,-18.9
COc1ccc(CCNC(=O)c2cnc(NC3CCN(Cc4ccccc4)CC3)s2)cc1,-4.7,-11.5
CC(=O)c1cccc(-c2ncc(C(=O)Nc3ccc(N4CCOCC4)cc3)s2)c1,5.1,12.5
O=C(NCCOc1ccccc1)c1csc(N2CCc3ccccc3C2)n1,3.7,-7.7
c1ccc(Nc2cc(Nc3ccncn3)ncn2)cc1,46.1*,-12.9
Cn1c(Nc2nc3ccc(C(=O)NCc4nc5ccccc5[nH]4)cc3s2)nc2ccccc21,-8.4,-16.3
CC(C)(C)NC(=O)[C@H]1CC[C@H]2[C@@H]3CC[C@H]4NC(=O)C=C[C@]4(C)[C@H]3CC[C@]12C,-12.4,·
O=C(c1cnccc1Nc1ccc2[nH]ncc2c1)N1CC[C@@H](O)C1,3.2,-3.1
CCCNc1nc(NCc2ccc3c(c2)OCO3)nc(N(CC)CC)n1,-11.7,0.9
NC(C(=O)O)c1ccccc1 (centres undefined),6.3,·
CCN1C(=O)/C(=C\C=C2/Sc3ccccc3N2CCCS(=O)(=O)O)SC1=S,22.7,·
CCOC(=O)COc1ccc2c(=O)cc(-c3ccccc3)oc2c1,-5.8,·
N[C@H]1CC[C@@H](C(=O)Nc2ccc3[nH]ncc3c2)C1,72.2*,6.3
O=C(/C=C/c1ccccc1)NC(=S)Nc1ccc(S(=O)(=O)Nc2cscn2)cc1,-10.9,·
COC(CNc1cc(-c2cccc(C(F)(F)F)c2)nc(-c2ccncc2)n1)OC,-3.7,·
CCNc1cc(NCCN2CCOCC2)nc(N)n1,1.6,-8.1
CC(C)C[C@H](NC(=O)[C@@H](O)[C@H](N)Cc1ccccc1)C(=O)O,5.5,·
CCc1ccc(OCC(=O)Oc2ccc([N+](=O)[O-])cc2)cc1,-2.7,·
O=C(NCc1nc2ccccc2[nH]1)c1ccc2nc(Nc3ccccn3)sc2c1,10.8,-16.3
CCc1cnc2c(c1OC)c(=O)n(CC(=O)Nc1cccc3ccccc13)c(=O)n2C,6.9,·
CC1(C)Cc2cccc(OCc3ccc(C(=O)NCCN4CCOCC4)cc3)c2O1,1.4,·
FC(F)(F)c1cccc(CNc2ccnc(Nc3ccncn3)n2)c1,4.7,6.4
CCNc1ncc(C(=O)NCc2cccnc2)s1,-7.6,2.9
CO[C@H]1C[C@@H]2CC[C@@H](C)[C@@](O)(O2)C(=O)C(=O)N2CCCC[C@H]2C(=O)O[C@H]([C@H](C)C[C@@H]2CC[C@@H](OC(=O)C(C)(CO)CO)[C@H](OC)C2)CC(=O)[C@H](C)/C=C(\C)[C@@H](O)[C@@H](OC)C(=O)[C@H](C)C[C@H](C)/C=C/C=C/C=C/1C,-2.4,·
c1cc(Nc2nc(NCCN3CCOCC3)c3[nH]cnc3n2)ncn1,-10.8,3.8
Cn1ncc2cc(Nc3ncc4ccc(-c5cn[nH]c5)cc4n3)ccc21,74.7*,27.1
O=C(NCCN1CCOCC1)c1cccc(N2CCOCC2)n1,-6.2,-2.2
CC(C)N(CCNC(=O)c1cccc(-c2ccccc2)n1)C(C)C,12.2,6.1
Nc1cccc(-c2nc(Nc3ccc(Oc4ccccc4)cc3)c3ncn(Cc4ccc(C(F)(F)F)cc4)c3n2)c1,-7.6,4.8
CC(C)N(CCNC(=O)c1csc(N2CCC(N3CCOCC3)CC2)n1)C(C)C,-1.8,5.8
COc1ncnc(NS(=O)(=O)c2ccc(N)cc2)c1OC,-6.9,·
c1ccc(CNc2ccnc(Nc3ccc4ncccc4c3)n2)cc1,0.1,2.2
Cc1cnc(Nc2ccccc2)nc1NCCN1CCOCC1,7.5,-13.2
CN(C)CC(O)CN1C(=O)NC(C)(C)C1=O (centres undefined),-1.4,·
O=C(NC1CCN(Cc2ccccc2)CC1)c1csc(NCCCN2CCCC2=O)n1,11.8,-4.7
O=C(NC1CC1)c1cccc(Nc2nccc3ccccc23)c1,5.5,0.3
# Next results follow:
SMILES,ULK1 primary,ASK1 inh
CCCNc1cc(Nc2ccc(C(F)(F)F)cc2)ncn1,-9.5,-6.5
CCCNc1nc(-c2csc3ccccc23)ncc1C,5.1,-4.0
COc1ccc(-c2nccc(N)n2)cn1,4.5,4.1
Cn1c(-c2ccc3c(c2)OCO3)cnc1NCc1cccc(Br)c1,-14.6,·
COc1cc2nc(NCCN3CCOCC3)nc(NCCN3CCOCC3)c2cc1OC,-4.0,-5.2
O=C(Nc1ccc2[nH]ncc2c1)[C@@H]1C[C@@H](O)CN1C(=O)c1ccccc1,3.0,-2.1
FC(F)(F)Oc1ccc(-c2cnc(N3CCOCC3)nc2)cc1,4.7,·
CN(C(=O)C1(C)COc2ccccc2O1)c1ccc(-c2cn[nH]c2)cc1 (centres undefined),-7.7,-15.6
O=C(NCCc1ccc(O)cc1)c1cccc(Nc2nccc3ccccc23)n1,-6.3,-11.9
CN(C)CCOc1cc(-c2cn[nH]c2)ccc1NC(=O)C(O)c1ccc(Cl)cc1 (centres undefined),-0.1,-7.6
CCN1CCN(c2c(Cl)cccc2NC(=O)c2c(Cl)ccc3c2OCO3)CC1,-0.6,-20.0
CC(=O)NC(=S)Nc1ccc(NC(=S)NC(C)=O)cc1,-2.4,·
CC(=O)Nc1ccc(Nc2nc(Nc3ncccn3)nc3c2ncn3C(C)C)cc1,47.3*,3.2
COc1nc(NCCOc2ccccc2)nc(-c2cccc(C(C)=O)c2)n1,-0.3,-10.3
CCNc1nc(NCc2ccccc2)c2ncn(C3CCCCC3)c2n1,1.0,-12.2
c1ccc(OCCNc2ncnc3nc(Nc4ccncc4)[nH]c23)cc1,4.9,-12.4
O=C1CCCN1CCn1cnc2c(NCCN3CCOCC3)nc(N3CCCC3CO)nc21 (centres undefined),10.8,8.7
Cc1cnc(NCc2cccnc2)nc1NCCc1ccc(O)cc1,2.2,-6.4
Cc1cc(Nc2ccc(N3CCOCC3)cc2)nc(Nc2nc3ccccc3n2C)n1,-3.6,23.4
Cc1noc(C)c1-c1nc2ncnc(NCc3ccccc3)c2[nH]1,3.9,-2.5
CC(C)N(CCNC(=O)c1cncc(-c2ccc(C(=O)N3CCN(C)CC3)cc2)c1)C(C)C,-4.8,2.8
CC(=O)c1cccc(-c2nc(C(N)=O)cs2)c1,-10.2,-12.4
CC(C)N(CCNc1nc(Nc2ccc3ncccc3c2)nc2c1ncn2-c1ccccc1)C(C)C,-3.1,-7.8
COC(=O)C1=C(C)NC(C)=C(C(=O)OC(C)(C)CN(C)CCC(c2ccccc2)c2ccccc2)C1c1cccc([N+](=O)[O-])c1 (centres undefined),5.5,·
O=C(Nc1ccc2[nH]ncc2c1)C1CCN(C(=O)C(O)c2ccc(F)cc2)CC1 (centres undefined),7.5,12.7
CC(C)n1c(Nc2ccc(N3CCOCC3)cc2)nc2c(N)ncnc21,7.1,-9.1
Oc1ccc(CCNc2ccnc(-c3ccc4[nH]ccc4c3)n2)cc1,31.4,8.6
COc1cc(Nc2cc(-c3cccs3)nc(N)n2)cc(OC)c1OC,-11.2,-4.7
CCOc1cccc(/C=N/NC(=O)c2ccc(C)nc2)c1O,-0.1,·
CC(C)N(CCNC(=O)c1ccnc(-c2ccc(C(N)=O)cc2)c1)C(C)C,-14.9,-11.8

# Arranged by value in ASK1 inh (largest number first): some entries from above
SMILES,ULK1 primary,ASK1 inh
COc1ccc(-c2nc(NCCN(C(C)C)C(C)C)c3ncn(-c4ccsc4)c3n2)cc1,-19.7,-0.3
CCCNc1cc(Nc2ccc(C(F)(F)F)cc2)ncn1,-9.5,-6.5
c1ccc(Nc2cc(Nc3ccncn3)ncn2)cc1,46.1*,-12.9

# The results go on.
SMILES,ULK1 primary,ASK1 inh
CCOc1ccccc1/C=C(\NC(=O)c1ccccc1)C(=O)N1CCCCCC1,-3.5,·
c1ccc(Oc2ccc(Nc3ncnc4nc(Nc5ncccn5)[nH]c34)cc2)cc1,-4.2,11.7
COc1cc(OC)nc(SC(C(=O)O)C(C)C)n1 (centres undefined),1.6,·
CC1(C)Cc2cccc(OCC(=O)NCCc3ccc(Cl)cc3)c2O1,-12.8,·
COc1ccc(-c2cc(NCc3nc4ccccc4[nH]3)ncn2)cc1,0.0,11.3
c1ccc(CNc2nc(Nc3ccccc3)nc3c2ncn3-c2ccccc2)cc1,-8.8,-0.7
NC(Cc1ccccc1)c1nc2ccc(-c3ccnc4ccccc34)cc2[nH]1 (centres undefined),-2.0,3.4
Cc1cccc(C(=O)NCc2nnnn2-c2ccc(F)c(F)c2)c1,3.8,·
CC(=O)Nc1ccc(Nc2nc(N3CCC(N4CCOCC4)CC3)nc3c2ncn3CCN2CCCC2=O)cc1,-1.1,-12.9
COc1cc(NC(=O)[C@H]2Cc3ccccc3C(=O)N2)ccc1-c1cn[nH]c1,0.3,-4.2
O=C(O)CCCC[C@H]1SC[C@H]2NC(=O)N[C@H]21,100.0*,·
O=C(Cc1cn(-c2ccc(NC3CCC(O)CC3)nn2)c2ccccc12)NCc1ccccc1 (centres undefined),9.4,-5.8
Cc1cc(NCCO)nc(N2CCOCC2)n1,-17.1,0.1
Cc1cc(NCCN2CCOCC2)nc(N2CCN(Cc3ccc4c(c3)OCO4)CC2)n1,-2.8,-18.3
CC(=O)c1cccc(-c2nc(NCc3cccc(C(F)(F)F)c3)c3ncn(-c4ccccc4)c3n2)c1,-22.2,-2.5
O=C(Nc1ccc2[nH]ncc2c1)C1CCN(C(=O)C(O)c2ccc(F)cc2F)CC1 (centres undefined),6.3,-16.2
c1ccc(OCCNc2nc(Nc3ccncc3)nc3c2ncn3-c2ccsc2)cc1,3.7,-10.2

# Entries shown so far that contain fluorine (eleven):
SMILES,ULK1 primary,ASK1 inh
CCCCC(=O)c1ccc2c(c1)CC(c1nc3c(F)cc(-c4ccnc(N)n4)cc3[nH]1)CO2 (centres undefined),-19.8,10.0
C[C@]12CC[C@@H]3c4ccc(O)cc4C[C@@H](CCCCCCCCCS(=O)CCCC(F)(F)C(F)(F)F)C3[C@@H]1CC[C@@H]2O (some centres undefined),-4.8,·
COC(CNc1cc(-c2cccc(C(F)(F)F)c2)nc(-c2ccncc2)n1)OC,-3.7,·
FC(F)(F)c1cccc(CNc2ccnc(Nc3ccncn3)n2)c1,4.7,6.4
Nc1cccc(-c2nc(Nc3ccc(Oc4ccccc4)cc3)c3ncn(Cc4ccc(C(F)(F)F)cc4)c3n2)c1,-7.6,4.8
CCCNc1cc(Nc2ccc(C(F)(F)F)cc2)ncn1,-9.5,-6.5
FC(F)(F)Oc1ccc(-c2cnc(N3CCOCC3)nc2)cc1,4.7,·
O=C(Nc1ccc2[nH]ncc2c1)C1CCN(C(=O)C(O)c2ccc(F)cc2)CC1 (centres undefined),7.5,12.7
Cc1cccc(C(=O)NCc2nnnn2-c2ccc(F)c(F)c2)c1,3.8,·
CC(=O)c1cccc(-c2nc(NCc3cccc(C(F)(F)F)c3)c3ncn(-c4ccccc4)c3n2)c1,-22.2,-2.5
O=C(Nc1ccc2[nH]ncc2c1)C1CCN(C(=O)C(O)c2ccc(F)cc2F)CC1 (centres undefined),6.3,-16.2

# Not a hit list; 2.8% or so of the library scored in one or more.
